Mtb BioA inh – M. tuberculosis BioA enzyme inhibitors, primary screen, biochemical, plate reader, single point, HTS; 7,8-diaminopelargonic acid synthase BioA (Mycobacterium tuberculosis); purified M. tuberculosis BioA enzyme; inhibition, % at 9.99 µM; actives 0.096% (n = 360,000); AID 602481, 2012; in the data active means inhibition above about 40%
* marks the source's active call; other numbers are inactive results.

SMILES	Mtb BioA inh
O=C(C[C@H]1CC[C@H](NC(=O)CN2CCOCC2)[C@H](CO)O1)NC1CCCCC1	0.4
C[C@@H]1CN([C@H](C)CO)C(=O)c2cc(NC(=O)Nc3ccc4c(c3)OCO4)ccc2O[C@@H](C)CCCCO[C@@H]1CN(C)C(=O)CCC(F)(F)F	1.3
C[C@H](CO)N1C[C@H](C)[C@H](CN(C)C(=O)Nc2ccc(C(F)(F)F)cc2)OCCCC[C@H](C)Oc2ccc(NS(=O)(=O)c3ccc(Cl)cc3)cc2C1=O	-1.1
C[C@H](CO)N1C[C@H](C)[C@@H](CN(C)CC2CC2)Oc2c(NC(=O)Nc3ccccc3)cccc2C1=O	1.5
CN(C)C(=O)c1cccc(-c2ccc([C@H]3[C@@H](CO)N4CCCCN(C(=O)C5CCC5)C[C@@H]34)cc2)c1	3.6
C[C@@H]1CN([C@H](C)CO)S(=O)(=O)c2ccc(C3=CCCCC3)cc2O[C@H]1CN(C)C(=O)CC1CC1	2.5
COc1ccc(NC(=O)Nc2ccc3c(c2)C(=O)N([C@H](C)CO)C[C@H](C)[C@@H](CN(C)Cc2ccccc2)OCCCC[C@@H](C)O3)cc1	0.4
O=C(C[C@H]1C[C@@H]2c3cc(NC(=O)C4CCOCC4)ccc3O[C@@H]2[C@@H](CO)O1)NCC(F)(F)F	-1.2
CCCNC(=O)C[C@H]1CC[C@H]2[C@@H](COc3ccc(NC(=O)c4cccc(OC)c4)cc3C(=O)N2C)O1	-0.3
COc1ccc(NC(=O)Nc2cccc3c2O[C@@H](CN(C)Cc2ccc(-c4ccccc4)cc2)[C@@H](C)CN([C@@H](C)CO)C3=O)cc1	-4.8
CCO[C@@H]1OC(C(=O)N2CCCC2)=C[C@H](c2ccccc2)[C@H]1CCCO	-0.4
C[C@H]1CN([C@@H](C)CO)C(=O)Cc2cc(NC(=O)CCN3CCOCC3)ccc2O[C@H]1CN(C)C(=O)Nc1ccc(F)cc1	-2.8
C[C@H](CO)N1C[C@H](C)[C@H](CN(C)C(=O)NC2CCCCC2)Oc2c(NS(C)(=O)=O)cccc2C1=O	-3.9
COc1ccc(S(=O)(=O)N2C[C@H](O)COC[C@@H]3O[C@@H](CC(=O)NCCCN4CCOCC4)CC[C@H]32)cc1	-0.4
C[C@@H]1CN([C@@H](C)CO)C(=O)Cc2cc(NC(=O)C3CCCCC3)ccc2O[C@@H]1CN(C)Cc1ccc(Oc2ccccc2)cc1	-1.2
O=C(C[C@@H]1CC[C@H]2[C@@H](COC[C@@H](O)CN2Cc2cccc(C(F)(F)F)c2)O1)NCc1ccc(F)cc1	-1.0
CC(C)NC(=O)N(C)C[C@@H]1Oc2ccc(NC(=O)CCC(F)(F)F)cc2CC(=O)N([C@H](C)CO)C[C@H]1C	1.1
O=C(c1ccc2c(c1)OCO2)N1CC[C@@H]2[C@H](CO)Nc3ccc(C#Cc4ccccc4)cc3[C@@H]21	-2.6
C[C@H]1CN([C@@H](C)CO)C(=O)Cc2cc(NC(=O)c3ccncc3)ccc2O[C@H]1CN(C)C(=O)Nc1cccc2ccccc12	-2.4
COc1ccc(NC(=O)N2CCCCN3[C@H](C2)[C@H](c2ccc(-c4ccccc4F)cc2)[C@@H]3CO)cc1	5.5
Cc1ccc(S(=O)(=O)Nc2cccc3c2O[C@H](CN(C)Cc2ccc(C(=O)O)cc2)[C@@H](C)CN([C@@H](C)CO)C3=O)cc1	0.2
Cn1cnc(S(=O)(=O)N2CCCCN3[C@@H](CO)[C@H](c4ccc(C5=CCCC5)cc4)[C@@H]3C2)c1	-1.6
C[C@@H]1CN([C@H](C)CO)C(=O)Cc2cc(NC(=O)Nc3ccc(F)cc3)ccc2O[C@H]1CN(C)S(=O)(=O)c1cccs1	1.4
CO[C@@H]1CN(C)C(=O)c2ccc(NC(=O)Nc3ccc(Cl)cc3)cc2OC[C@H](C)N(C)C[C@H]1C	1.7
C[C@@H]1CN([C@@H](C)CO)C(=O)c2cccc(NC(=O)C3CC3)c2O[C@H]1CN(C)Cc1ccc(C(F)(F)F)cc1	0.5
C[C@H]1CN([C@@H](C)CO)C(=O)c2cc(NC(=O)NC3CCCCC3)ccc2O[C@H]1CN(C)Cc1ccc(C(=O)Nc2ccccc2N)cc1	-1.6
O=C(C[C@H]1CC[C@H](NC(=O)c2ccncc2)[C@H](CO)O1)NCCc1ccncc1	-2.1
COc1ccc(S(=O)(=O)Nc2cccc3c2O[C@@H](CN(C)S(=O)(=O)c2cccs2)[C@@H](C)CN([C@H](C)CO)C3=O)cc1	-1.4
C[C@@H]1CN([C@H](C)CO)S(=O)(=O)c2ccc(C#CC(C)(C)O)cc2O[C@H]1CN(C)C(=O)C1CCCCC1	2.0
C[C@@H]1CN([C@H](C)CO)C(=O)Cc2cc(NC(=O)Nc3ccc4c(c3)OCO4)ccc2O[C@@H]1CN(C)Cc1ccc(-c2ccccc2)cc1	-3.4
COc1ccc(CN(C)C[C@H]2Oc3ccc(NC(=O)Nc4ccc(OC)cc4)cc3CC(=O)N([C@H](C)CO)C[C@@H]2C)cc1	1.3
COc1ccc(S(=O)(=O)Nc2ccc3c(c2)[C@@H]2C[C@H](CC(=O)NCC4CC4)O[C@H](CO)[C@@H]2O3)cc1	-0.6
COc1ccc(CN(C)C[C@H]2OCCCC[C@@H](C)Oc3ccc(NC(=O)Nc4ccc(F)cc4)cc3C(=O)N([C@@H](C)CO)C[C@@H]2C)cc1	0.0
O=C(c1cccc(F)c1)N1CC[C@@H]2[C@H]1c1cc(-c3ccc(F)cc3)ccc1N[C@@H]2CO	-4.0
C[C@@H]1CN([C@H](C)CO)C(=O)c2cc(NC(=O)NC3CCCCC3)ccc2O[C@H]1CN(C)C(=O)Nc1ccc(F)cc1	2.9
CC(=O)N(C)C[C@@H]1Oc2cc(-c3cccnc3)ccc2S(=O)(=O)N([C@H](C)CO)C[C@@H]1C	-2.2
O=C(Nc1ccc2c(c1)OCO2)N[C@@H]1CC[C@@H](CCNC(=O)C2CCCCC2)O[C@@H]1CO	-1.7
OC[C@H]1[C@H](c2ccc(-c3ccccc3F)cc2)[C@H]2CN(Cc3ccncc3)CCCCN21	5.3
CCCC#Cc1cnc2c(c1)C(=O)N([C@H](C)CO)C[C@H](C)[C@H](CN(C)C(=O)CCN1CCCCC1)O2	1.3
CN(C)C(=O)[C@]1(Cc2ccccc2CN=[N+]=[N-])N=C(c2ccc(OCCCO)cc2)O[C@@H]1c1ccccc1	-0.9
COCC(=O)Nc1ccc2c(c1)C(=O)N(C)C[C@H](OC)[C@@H](C)CN(C(=O)COC)[C@@H](C)CO2	-2.5
CNC(=O)C[C@H]1CC[C@H]2[C@H](COc3ccc(NC(=O)Nc4ccc(C)cc4)cc3C(=O)N2C)O1	16
O=C(C[C@H]1CC[C@H](NC(=O)C2CCOCC2)[C@@H](CO)O1)NCC1CCCCC1	0.0
C/C=C/c1ccc2c(c1)O[C@@H](CN(C)C(=O)c1cccnc1)[C@H](C)CN([C@H](C)CO)S2(=O)=O	8.9
Cc1noc(C)c1NC(=O)N(C)C[C@@H]1OCCCC[C@@H](C)Oc2ccc(NC(=O)CCC(F)(F)F)cc2C(=O)N([C@@H](C)CO)C[C@H]1C	6.5
C[C@@H]1CCCCO[C@H](CN(C)S(=O)(=O)c2ccc(F)cc2)[C@@H](C)CN([C@H](C)CO)C(=O)c2cc(NC(=O)C3CCCCC3)ccc2O1	-0.8
C[C@H]1CN([C@@H](C)CO)S(=O)(=O)c2ccc(C#CC3CCCC3)cc2O[C@@H]1CN(C)C	2.2
COc1cccc(C(=O)Nc2ccc3c(c2)OC[C@H](C)NC[C@H](C)[C@H](OC)CN(C)C3=O)c1	0.5

A portion of the results above:
SMILES	Mtb BioA inh
C[C@H]1CN([C@@H](C)CO)C(=O)c2cc(NC(=O)NC3CCCCC3)ccc2O[C@H]1CN(C)Cc1ccc(C(=O)Nc2ccccc2N)cc1	-1.6
O=C(C[C@H]1CC[C@H](NC(=O)c2ccncc2)[C@H](CO)O1)NCCc1ccncc1	-2.1
COc1ccc(S(=O)(=O)Nc2cccc3c2O[C@@H](CN(C)S(=O)(=O)c2cccs2)[C@@H](C)CN([C@H](C)CO)C3=O)cc1	-1.4
C[C@@H]1CN([C@H](C)CO)S(=O)(=O)c2ccc(C#CC(C)(C)O)cc2O[C@H]1CN(C)C(=O)C1CCCCC1	2.0
C[C@@H]1CN([C@H](C)CO)C(=O)Cc2cc(NC(=O)Nc3ccc4c(c3)OCO4)ccc2O[C@@H]1CN(C)Cc1ccc(-c2ccccc2)cc1	-3.4
COc1ccc(CN(C)C[C@H]2Oc3ccc(NC(=O)Nc4ccc(OC)cc4)cc3CC(=O)N([C@H](C)CO)C[C@@H]2C)cc1	1.3
COc1ccc(S(=O)(=O)Nc2ccc3c(c2)[C@@H]2C[C@H](CC(=O)NCC4CC4)O[C@H](CO)[C@@H]2O3)cc1	-0.6
COc1ccc(CN(C)C[C@H]2OCCCC[C@@H](C)Oc3ccc(NC(=O)Nc4ccc(F)cc4)cc3C(=O)N([C@@H](C)CO)C[C@@H]2C)cc1	0.0
O=C(c1cccc(F)c1)N1CC[C@@H]2[C@H]1c1cc(-c3ccc(F)cc3)ccc1N[C@@H]2CO	-4.0
C[C@@H]1CN([C@H](C)CO)C(=O)c2cc(NC(=O)NC3CCCCC3)ccc2O[C@H]1CN(C)C(=O)Nc1ccc(F)cc1	2.9
CC(=O)N(C)C[C@@H]1Oc2cc(-c3cccnc3)ccc2S(=O)(=O)N([C@H](C)CO)C[C@@H]1C	-2.2

The results go on:
SMILES	Mtb BioA inh
COc1ccc(S(=O)(=O)N(C)C[C@@H]2Oc3cc(-c4ccccc4OC)ccc3S(=O)(=O)N([C@H](C)CO)C[C@@H]2C)cc1	-0.7
C[C@@H]1CN([C@@H](C)CO)C(=O)c2cccc(NS(=O)(=O)c3cn(C)cn3)c2O[C@H]1CN(C)C(=O)Nc1ccc(C(F)(F)F)cc1	-0.4
CC(C)NC(=O)N(C)C[C@@H]1Oc2ccc(NC(=O)Cc3ccccc3)cc2C(=O)N([C@H](C)CO)C[C@@H]1C	-1.4
CCCN1[C@@H]2c3ccc(-c4ccccc4)c(=O)n3C[C@H]1[C@H](CO)[C@H]2C(=O)NCCCN1CCOCC1	-2.3
COc1ccc(NC(=O)N(C)C[C@@H]2OCCCC[C@H](C)Oc3ccc(NS(=O)(=O)c4cn(C)cn4)cc3C(=O)N([C@H](C)CO)C[C@@H]2C)cc1	-0.1
C[C@@H]1CN([C@@H](C)CO)C(=O)c2cc(C#Cc3ccccn3)cnc2O[C@@H]1CN(C)Cc1cncnc1	-2.8
O=C(NCC[C@@H]1CC[C@H](NS(=O)(=O)c2cccc(F)c2)[C@H](CO)O1)C1CCC1	3.6
COc1ccc(CN(C)C[C@H]2OCCCC[C@@H](C)Oc3ccc(NS(=O)(=O)c4c(C)noc4C)cc3C(=O)N([C@@H](C)CO)C[C@@H]2C)cc1	2.4
Cc1ccc(S(=O)(=O)Nc2ccc3c(c2)CC(=O)N([C@H](C)CO)C[C@@H](C)[C@@H](CN(C)C(=O)Nc2ccc(C(F)(F)F)cc2)O3)cc1	1.6
COc1ccc(NC(=O)Nc2ccc3c(c2)OC[C@H](C)NC[C@@H](C)[C@@H](OC)CN(C)C3=O)cc1	4.2
C[C@@H]1CN([C@@H](C)CO)C(=O)c2cc(C#Cc3ccccc3)cnc2O[C@@H]1CN(C)S(=O)(=O)c1ccccc1F	-2.9
CCCC#Cc1ccc([C@H]2[C@@H](CO)N3CCCCN(C(=O)Cc4ccccn4)C[C@H]23)cc1	-5.1
O=C(C[C@H]1C=C[C@H](NC(=O)Nc2ccc(C(F)(F)F)cc2)[C@@H](CO)O1)NCc1cccc(F)c1	-0.8
C[C@H]1CN([C@@H](C)CO)S(=O)(=O)c2ccc(-c3cncnc3)cc2O[C@@H]1CN(C)C(=O)C1CCC1	1.4
O=C(C[C@H]1C[C@H]2c3cc(NC(=O)CC4CC4)ccc3O[C@H]2[C@H](CO)O1)NCc1ccccc1	-1.8
Cc1ccc(-c2ccc3c(c2)O[C@@H](CN(C)Cc2ccncc2)[C@@H](C)CN([C@@H](C)CO)S3(=O)=O)cc1	1.5
C[C@@H]1CN([C@@H](C)CO)S(=O)(=O)c2ccc(C3=CCCCC3)cc2O[C@H]1CN(C)C(=O)Cc1cccnc1	4.0
C[C@@H]1CN([C@H](C)CO)S(=O)(=O)c2ccc(C#CCN(C)C)cc2O[C@@H]1CN(C)Cc1ccccc1	3.9
Cc1ccc(S(=O)(=O)Nc2ccc3c(c2)C(=O)N([C@@H](C)CO)C[C@@H](C)[C@H](CN(C)CC2CCCCC2)OCCCC[C@@H](C)O3)cc1	0.7
O=C(C[C@@H]1CC[C@H]2[C@@H](COC[C@H](O)CN2C(=O)C2CCCC2)O1)NCc1ccncc1	-2.7
Cc1nc(S(=O)(=O)N2CCN(Cc3cccc(OCCO)c3)CC2)cn1C	-0.4
C[C@H]1CCCCO[C@@H](CN(C)C(=O)Nc2ccc(F)cc2)[C@@H](C)CN([C@@H](C)CO)C(=O)c2cc(NS(=O)(=O)c3cn(C)cn3)ccc2O1	1.5
C[C@@H]1CCCCO[C@H](CN(C)C(=O)Nc2ccc(C(F)(F)F)cc2)[C@@H](C)CN([C@H](C)CO)C(=O)c2cc(NS(=O)(=O)c3ccc(F)cc3)ccc2O1	-0.8
CNC[C@H]1OCCCC[C@H](C)Oc2ccc(NC(=O)Nc3ccc(OC)cc3)cc2C(=O)N([C@H](C)CO)C[C@@H]1C	-0.9
C[C@@H]1CCCCO[C@H](CN(C)Cc2ccc(Cl)c(Cl)c2)[C@@H](C)CN([C@@H](C)CO)C(=O)c2cc(NC(=O)Nc3ccc4c(c3)OCO4)ccc2O1	-3.7
CCCC#Cc1ccc([C@@H]2[C@H](CO)N3CCCCN(S(C)(=O)=O)C[C@@H]23)cc1	0.5
Cc1noc(C)c1NC(=O)Nc1ccc2c(c1)C(=O)N([C@@H](C)CO)C[C@@H](C)[C@H](CN(C)C)OCCCC[C@H](C)O2	-1.0
CO[C@@H]1CN(C)C(=O)c2ccc(NS(=O)(=O)c3ccccc3)cc2OC[C@@H](C)N(C(=O)NC(C)C)C[C@@H]1C	-2.3
Cc1cc(C(=O)Nc2cccc3c2O[C@@H](CN(C)S(C)(=O)=O)[C@H](C)CN([C@H](C)CO)C3=O)n(C)n1	-3.6
Cc1noc(C)c1NC(=O)Nc1ccc2c(c1)CC(=O)N([C@@H](C)CO)C[C@H](C)[C@H](CN(C)C(=O)Nc1ccc(F)cc1)O2	-4.8

This is a subset; count on the stated rates, not on these rows.
